Bioassay records from PubChem BioAssay.
eIF4E-4G inh = inhibitors of eIF4E and eIF4G interaction in translation initiation. P63073+Q04637. TR-FRET eIF4E-eIF4GI(517-606) binding, 2 h. inhibition, % at 21.7 µM. actives 0.37% (n = 220,000). AID 782;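 active = inhibition above about 30%, limit read from the data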;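 note: 0% = full FRET control wells and 100% = background wells lacking eIF4GI fragment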
m-calpain inh = inhibitors of pig calpain II; inhibition, % at 16 µM; purified calpain II, fluorogenic peptide substrate, 30 min; actives 0.37% (n = 220,000);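 active = inhibition above about 50%, limit read from the data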
EBV gp42 inh = EBV gp42 inhibition. Q1HVG2. Fluorescence polarization binding assay, mP read-out. inhibition, % (tested at 21.74 µM). actives 0.42% (n = 220,000). AID 1085; in the data active = inhibition above about 50%
PERK inhibitor = blocks human PERK kinase; CHO PERK-DD fusion, SEAP luminescence translation reporter; inhibition, % at 5.6 µM; actives 0.17% (n = 220,000); AID 1416;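 active = inhibition above the mean inhibition of all tested compounds plus 3 SD, set separately per screening campaign, cut at about 2.9% in these data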;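 note: PERK kinase domain activated by AP20187 dimerizer at 100 nM; 0% = DMSO with dimerizer and 100% = rapamycin at 8.4 µM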
Rad51 HR inh = Rad51 (human) homologous recombination inhibition; Q06609; hRad51 DNA strand exchange, fluorescence dequenching; inhibition, % at 10 µM; actives 0.085% (n = 200,000); AID 1385;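 active = inhibition above 40% at the single screening dose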;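 note: 0% = DMSO control wells and 100% = blanks with heterologous ssDNA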
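Material: human Rad51–ssDNA filaments; Probe or stimulus: labelled 47-mer dsDNA for strand exchange; Doses: single 10 µM dose; Incubation: 37 °C 15-min filament assembly, 30-min compound preincubation, 15-min exchange; Technique: FRET fluorescence dequenching, excitation 485 nm, emission 520 nm; Measure: Fluorescence-based percent inhibition, control- and blank-normalised; Benchmarks: plate control and blank wells.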
MDM2 E3 inh = inhibitors of human Mdm2 E3 ubiquitin ligase. cell-based MDM2 ubiquitination luciferase reporter, 2 h; 0 = plate control, 100 = twice control, blank-subtracted. signal enhancement, % at 5 µM. actives 0.11% (n = 210,000);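 active = signal enhancement of 30% or more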;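 note: luminescence tracks abundance of the self-degrading MDM2-luciferase fusion protein; higher signal means inhibition of MDM2 E3 ligase activity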
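Buffer or medium: Cells held in DMEM | Assay system: Stable mammalian line carrying autodegrading MDM2–luciferase fusion reporter | Quantity: 2000 cells/well | Times: 4 h settle plus 2 h compound, 37 °C | Doses: One concentration, 5 µM, with 0.2% DMSO | Technique: Luminescence with SteadyLite reagent, 15 min at room temperature | Benchmarks: Plate controls and plate blanks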
L929 necroptosis = L929 zVAD cell death inhibition; L929 zVAD necroptosis rescue, ATP luminescence, 24 h; with zVAD 60 µM; viability rescue, % at 10 µM; actives 0.38% (n = 220,000);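 active = activation, scaled between plate controls, above about 75%, limit read from the data; inactive = activation under that limit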;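 note: 0% = zVAD with DMSO and 100% = DMSO alone without zVAD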
KCC2 mod = modulators of human KCC2 chloride dependent transport | B-score of Tl+ flux slope (higher = more flux/activation; lower = inhibition) at 10 µM | KCC2 cells, thallium flux FluoZin-2 fluorescence | actives 2.2% (n = 190,000) | Q9H2X9;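 active = thallium flux slope and its plate-corrected score both differing from the plate sample mean at a set confidence after two filtering rounds, in either direction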;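 note: slope of fluorescence scaled to starting intensity during 10 to 20 s after thallium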
Target sequence (Q9H2X9 whole entry, looked up): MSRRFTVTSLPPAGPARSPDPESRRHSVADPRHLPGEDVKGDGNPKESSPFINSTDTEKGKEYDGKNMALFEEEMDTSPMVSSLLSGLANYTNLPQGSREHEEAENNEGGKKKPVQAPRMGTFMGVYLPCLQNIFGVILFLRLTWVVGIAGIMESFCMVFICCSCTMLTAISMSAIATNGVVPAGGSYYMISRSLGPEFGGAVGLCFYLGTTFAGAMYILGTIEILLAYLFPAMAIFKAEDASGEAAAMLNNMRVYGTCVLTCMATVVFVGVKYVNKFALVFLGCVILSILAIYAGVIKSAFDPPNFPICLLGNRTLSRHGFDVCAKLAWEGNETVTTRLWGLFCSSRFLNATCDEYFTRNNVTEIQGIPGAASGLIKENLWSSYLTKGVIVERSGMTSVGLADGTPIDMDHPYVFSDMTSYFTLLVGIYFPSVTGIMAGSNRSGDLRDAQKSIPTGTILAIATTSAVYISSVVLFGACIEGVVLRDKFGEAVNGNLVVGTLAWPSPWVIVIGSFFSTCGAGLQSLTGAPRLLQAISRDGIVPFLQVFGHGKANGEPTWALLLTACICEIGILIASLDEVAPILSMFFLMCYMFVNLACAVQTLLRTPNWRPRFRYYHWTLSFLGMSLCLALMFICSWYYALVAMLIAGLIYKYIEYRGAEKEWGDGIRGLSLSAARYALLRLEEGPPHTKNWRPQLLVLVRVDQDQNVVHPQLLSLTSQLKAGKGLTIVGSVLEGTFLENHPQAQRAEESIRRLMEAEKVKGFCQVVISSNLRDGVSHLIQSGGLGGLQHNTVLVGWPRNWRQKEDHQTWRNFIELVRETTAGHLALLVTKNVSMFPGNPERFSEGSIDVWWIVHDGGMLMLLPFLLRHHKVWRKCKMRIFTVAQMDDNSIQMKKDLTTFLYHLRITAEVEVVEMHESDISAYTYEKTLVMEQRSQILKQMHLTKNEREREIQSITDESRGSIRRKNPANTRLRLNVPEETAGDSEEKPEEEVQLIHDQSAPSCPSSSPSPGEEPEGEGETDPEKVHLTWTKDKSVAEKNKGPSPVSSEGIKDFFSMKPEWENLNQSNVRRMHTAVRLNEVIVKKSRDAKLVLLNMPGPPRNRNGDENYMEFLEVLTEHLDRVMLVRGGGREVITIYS
TNF necrop inh = blocks TNF-alpha induced death of Jurkat FADD-/- cells. Jurkat FADD-/- TNF necroptosis rescue, ATP luminescence, 24 h; 0 = TNF only, 100 = no-TNF cells. activation (protection from cell death), % at 10 µM. actives 0.068% (n = 220,000);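 active = activation, meaning protection from cell death, of at least 50% relative to plate controls; inactive = activation below 50%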;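 note: necroptosis triggered by 40 ng/mL TNF-alpha added together with compound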
An asterisk follows results filed as active; i = inactive; . = no result given; [ ] = remark or other dose.

SMILES	eIF4E-4G inh	m-calpain inh	EBV gp42 inh	PERK inhibitor	Rad51 HR inh	MDM2 E3 inh	L929 necroptosis	KCC2 mod	TNF necrop inh
COCCNC(=S)N/N=C/c1c(C)[nH]c2ccccc12	14	10	-13	1.4	-8	1	1.4	-1.4	2.6
Cc1ccc(-c2c(=O)n(OCc3ccccn3)c3ccccc3[n+]2[O-])cc1	-4	-31	-6	0.6	1	-24	-0.1	.	-1.9
CC(C)(C)n1ncc2c(=O)n(Cc3ccc(Cl)c(Cl)c3)cnc21	2	11	10	0.3	-5	-36	-0.1	0.39	0.5
CCCOC(=O)c1ccc(NC(=O)C2CCCO2)cc1 (centres undefined)	-2	14	-6	-0.5	-5	-13	0.8	1.3	-0.7
CC(C)(C)NC(=O)COC(=O)c1cc(F)c(F)cc1Cl	.	5	-3	-0.1	-6	-20	0.5	0.0022	-0.5
Cc1cc(-c2nn(-c3ccccc3)cc2/C=C2\SC(N)=NC2=O)ccc1OC(C)C	0	-77	-64	0.8	.	.	16	-0.21	2.0
Cc1ccc(Cn2c(=S)[nH]c3ccc(N4CCOCC4)cc3c2=O)o1	24	i	-25	1.2	0	5	1.1	14*	-16
Cc1nn(S(=O)(=O)c2cccs2)c(C)c1Sc1ccc([N+](=O)[O-])cc1	15	14	10	0.9	-1	-3	-0.2	-1.1	-11
O=C(NCCCN1CCOCC1)c1cn(-c2ccccc2)nc1-c1cccs1	1	2	3	-0.1	1	-12	-0.7	0.64	-0.9
CC(C)(C)NC(=O)Cn1c(SCC(=O)NC2CCCCC2)nc2ccccc21	4[fluorescence artefact?]	-12	-7	-1.0	-8	-4	0.6	0.5	-1.2
CC1CCC2C(=O)N(c3ccccc3OC(=O)c3ccccc3F)C(=O)C2C1 (centres undefined)	1	8	8	0.0	-5	-21	-1.4	1.8	13
COc1ccc(-c2oc(/N=C/N3CCOCC3)c(C#N)c2-c2ccc(OC)cc2)cc1	1	-25	-8	0.0	0	-6	1.5	.	-0.3
CCOC(=O)c1[nH]c2ccccc2c1NC(=S)Nc1ccccc1	-9	-11	-15	0.5	.	.	20	-0.19	-1.6
O=C1c2ccccc2NC(c2cccs2)N1NS(=O)(=O)c1ccccc1 (centres undefined)	0	-273	3	0.5	-2	-6	0.8	0.94	-1.1
Nc1nc(-c2ccccc2)c(-c2ccccc2)o1	4	-18	-10	-0.1	-2	-4	-0.2	0.072	-0.9
CCOC(=O)N1CCN(C(=O)c2ccc3nc(N4CCCCC4)sc3c2)CC1	-15	-39	3	-1.6	-9	-19	3.5	.	-0.9
COc1ccc(N2CCN(C(=O)c3oc4ccccc4c3C)CC2)cc1	1	-14	7	0.3	8	-9	3.0	-0.81	0.4
Cc1ccc(NC(=O)C(C)NC(=O)OCc2ccccc2)cc1C (centres undefined)	-1	10	-9	0.8	16	-10	-0.2	0.2	1.7
COc1ccc(CN2C(=O)c3ccccc3C2C(=O)NCC2CCCO2)c(OC)c1 (centres undefined)	-2	-29	-9	-1.3	-7	-14	0.7	1.4	0.3
Cc1cnc(C(=O)Nc2ccccc2C(=O)N2CCOCC2)cn1	-10	-30	-14	0.4	-2	-9	1.4	.	-0.4
CC(C)NS(=O)(=O)c1ccc2c(c1)NCC2	8	-6	-5	-0.2	4	0	0.6	0.66	1.0
Cc1cc(NS(=O)(=O)c2ccc(NC(NC(=O)C(C(F)(F)F)C(F)(F)F)(C(F)(F)F)C(F)(F)F)cc2)no1	21	-3	35	1.1	14	-6	0.0	1.3	-0.6
CCOC(=O)Cc1csc(NC(=O)/C=C/c2ccc(OC)cc2)n1	3	33	7	-0.2	26	-36	0.6	-0.59	2.1
CCc1ccc(NC(=S)Nc2cccc(OC)c2)cc1	-4	21	3	-0.7	3	-5	-0.1	0.51	-6.8

Some of these compounds in order of their number in PERK inhibitor, descending:
molecule,PERK inhibitor
Cc1ccc(Cn2c(=S)[nH]c3ccc(N4CCOCC4)cc3c2=O)o1,1.2
Cc1ccc(NC(=O)C(C)NC(=O)OCc2ccccc2)cc1C (centres undefined),0.8
CC(C)(C)n1ncc2c(=O)n(Cc3ccc(Cl)c(Cl)c3)cnc21,0.3
O=C(NCCCN1CCOCC1)c1cn(-c2ccccc2)nc1-c1cccs1,-0.1
CCc1ccc(NC(=S)Nc2cccc(OC)c2)cc1,-0.7

(more compounds)
SMILES	eIF4E-4G inh	m-calpain inh	EBV gp42 inh	PERK inhibitor	Rad51 HR inh	MDM2 E3 inh	L929 necroptosis	KCC2 mod	TNF necrop inh
Cc1[nH]c2ccccc2c1/C=N/NC(=O)c1cc(C(C)C)[nH]n1	2	-9	-2	0.7	5	-14	0.7	-3	0.3
Cc1ccc2[nH]c3c(c2c1)CCNC3=O	1	-182	-8	0.6	16	7	0.8	0.54	-1.1
COc1ccc(/C=C/C(=O)NC(=S)Nc2ccccc2C(=O)NC2CCCCC2)cc1	-1	12	-14	0.1	-6	-20	0.2	.	-0.7
CCOc1ccccc1NC(=O)COC(=O)C1CC1	1	34	7	-1.3	-21	-11	-0.1	1.5	0.1
CCCOc1ccc(N2C(=O)CC(N(CCCO)C(=O)CC)C2=O)cc1 (centres undefined)	1	-24	3	-0.5	.	-12	0.1	1.3	2.7
CCCCOc1ccc(Cl)cc1CSc1nncn1N	6	-4	-19	0.7	2	-1	0.0	-0.056	-0.9
NCCNc1ccc([N+](=O)[O-])c(Sc2nc3ccccc3[nH]2)c1	6	-18	5	0.4	7	4	0.8	-0.36	-2.7
COc1cccc(CNC(=O)CCC2CCCN(C(=O)c3ccc(OC)c(F)c3)C2)c1 (centres undefined)	-5	-29	-7	0.2	7	-2	-0.6	-0.82	1.0
COc1ccc(CNCCC(c2ccccc2)C2CCOC(C)(C)C2)cc1 (centres undefined)	2	25	-11	-0.4	-8	-19	-0.4	-1.3	6.3
O=[N+]([O-])c1cccc2ncccc12	-8	11	-22	-0.5	-2	3	0.6	-1.1	-0.3
Cc1ccc2c(c1)/C(=N/OC(=O)c1ccc(F)cc1)CCS2	2[fluorescence artefact?]	-2	-9	2.3	5	-3	0.3	0.05	-3.2
CCCCCCn1c(CN2CCCCC2C)nc2c1c(=O)n(C)c(=O)n2C (centres undefined)	4	6	-8	-1.4	6	-6	-1.2	1.2	-2.9

Part of the list above in a different format:
The line under a structure holds: eIF4E-4G inh | m-calpain inh | EBV gp42 inh | PERK inhibitor | Rad51 HR inh | MDM2 E3 inh | L929 necroptosis | KCC2 mod | TNF necrop inh
COc1ccc(-c2oc(/N=C/N3CCOCC3)c(C#N)c2-c2ccc(OC)cc2)cc1
→ 1 | -25 | -8 | 0.0 | 0 | -6 | 1.5 | . | -0.3
CC(C)(C)NC(=O)Cn1c(SCC(=O)NC2CCCCC2)nc2ccccc21
→ 4[fluorescence artefact?] | -12 | -7 | -1.0 | -8 | -4 | 0.6 | 0.5 | -1.2
Cc1cc(-c2nn(-c3ccccc3)cc2/C=C2\SC(N)=NC2=O)ccc1OC(C)C
→ 0 | -77 | -64 | 0.8 | . | . | 16 | -0.21 | 2.0

(next part)
SMILES	eIF4E-4G inh	m-calpain inh	EBV gp42 inh	PERK inhibitor	Rad51 HR inh	MDM2 E3 inh	L929 necroptosis	KCC2 mod	TNF necrop inh
O=C(NCc1nc2ccccc2[nH]1)c1cccs1	1	-23	-22	0.9	2	-6	1.2	1.5	1.2
Cc1c(Cl)cccc1NC(=O)CC1SC(=NCC2CCCO2)NC1=O (centres undefined)	2[fluorescence artefact?]	-24	0	0.9	7	2	1.2	0.65	1.7
Cc1[nH]n(-c2ccc([N+](=O)[O-])cc2)c(=O)c1C=NCCc1c(C)[nH]c2ccccc12	4	-3	-8	1.3	-8	-15	0.0	0.19	1.5
O=C(/C=C/c1cc([N+](=O)[O-])ccc1OC(F)F)Nc1cccc2ccccc12	1[fluorescence artefact?]	3	-4	1.9	-6	-7	4.9	-0.67	1.2
CNc1n[nH]c(=S)s1	7	-14	-19	0.6	.	-11	2.2	0.64	0.3
O=C(O)c1ccccc1/C=N/Nc1ccc(S(=O)(=O)N2CCOCC2)cc1[N+](=O)[O-]	3	2	-6	-0.9	2	-9	0.0	0.031	0.1
Cc1onc(-c2ccccc2)c1C(=O)NC(=S)NNC(=O)c1cc(-c2ccc(F)cc2)n[nH]1	-1	-66	3	0.0	15	-10	0.0	-0.037	2.2
Cc1cc(OCCCCn2ccnc2)cc(C)c1Cl	-3	16	-4	-0.7	0	-1	0.2	0.73	0.5
C/C(=N\O)c1ccc2c3ccccc3n(C)c2c1	5	-250	-6	0.2	-4	-8	2.8	-0.62	-1.2
O=C(CSc1nc2ccccc2c(=O)n1-c1ccccc1)NCc1ccco1	-8	-8	-12	0.1	10	-3	0.3	.	-0.2
CCOC(=O)C(Oc1ccc(=O)n(-c2ccccc2)n1)C(C)=O (centres undefined)	5	11	-9	1.2	6	1	-0.2	.	-3.3
CN(C)C(=O)COC(=O)c1ccccc1Sc1ccccc1C#N	4	13	-6	0.2	-16	-20	-1.1	1.6	-0.7
CC(C)CO/C(=N/S(=O)(=O)c1ccccc1)c1ccccc1	7	6	10	-0.9	10	-3	1.7	-1.6	1.5
O=C(NCC1CCCO1)C(c1cccs1)N(C(=O)c1ccc(CN2CCOCC2)o1)c1ccc(Cl)cc1 (centres undefined)	2	-20	-3	-0.3	0	1	0.1	-0.22	2.2
CN(CCO)CC(O)Cn1cnc2c1c(=O)n(C)c(=O)n2C (centres undefined) (tested in a mixture with another compound)	1	-3	-6	0.5	-8	.	1.4	0.4	-0.2
O=C(O)c1cccc(-c2ccc(/C=N/Nc3ccc([N+](=O)[O-])cc3)o2)c1	4	-23	-51	0.2	-180	-6	1.2	i	2.5
COC(=O)CNC(=O)C1CCN(C(=O)OCc2ccccc2)CC1	-15	-35	4	0.4	-1	-7	0.1	-0.62	-3.9
Fc1ccc(-c2nc(-c3cnccn3)no2)c(Cl)c1	3	10	-2	-0.2	2	-34	0.3	-0.19	-2.8
CC(C)(C)c1ccc(OCC(=O)N/N=C/C2CC=CCC2)cc1 (centres undefined)	3	6	-3	2.6	4	-10	3.4	1	0.0
CC(=O)OCC(=O)[C@@]1(O)CC[C@H]2[C@@H]3CCC4=CC(=O)C=C[C@]4(C)[C@H]3[C@@H](O)C[C@@]21C	1	10	-13	0.1	-7	.	59	-2	-1.5
Cc1ccc(C)c(/C(O)=C2/C(=O)C(=O)N(CCN3CCOCC3)C2c2ccco2)c1 (centres undefined)	3	-27	-4	0.1	3	-23	0.1	-1.9	-2.5
COc1ccc(/C=C2\CCCC3C2=NN(C(=O)c2scnc2C)C3c2ccc(OC)c(OC)c2)cc1OC (centres undefined)	1[fluorescence artefact?]	-217	-3	-3.0	2	-13	-1.3	-0.2	-7.6
CN(C)CCNC(=O)c1cc2c(s1)-c1ccccc1OC2	-3[fluorescence artefact?]	-487	-11	0.4	-9	-19	10	0.3	10
O=C(O)c1cccc(Nc2ncnc3sccc23)c1	-2	-26	5	1.1	-14	-22	-1.0	0.46	-0.4
CCOC(=O)C1CCN(c2c(NCCN3CCCCC3C)c(=O)c2=O)CC1 (centres undefined)	5	-5	-6	2.1	3	-24	-0.7	0.82	1.1
COCCn1c(=O)[nH]c2cc(C(=O)NCc3cccnc3)ccc2c1=O	7	-16	-12	0.6	-7	3	-0.1	0.089	-1.1
Nn1c(SCc2cccc(Br)c2)nnc1-c1cccnc1	-4	1	-3	0.1	-2	-7	-1.2	-0.84	-0.2

Random draw from the library; overall some 3.6% were active at least once.
